From PubChem BioAssay
PPARg SRC2 recr: agonists of PPARg-SRC-2 recruitment, primary screen, biochemical, HTS. Peroxisome proliferator-activated receptor gamma (Homo sapiens), P37231. PPARgamma LBD-SRC-2 recruitment. activation, % at 8 µM. actives 0.34% (n = 200,000); in the data active = activation above about 22%;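 also: 0% = vehicle and 100% = reference agonist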
Target sequence (P37231 whole entry, looked up, the tested form may be a part): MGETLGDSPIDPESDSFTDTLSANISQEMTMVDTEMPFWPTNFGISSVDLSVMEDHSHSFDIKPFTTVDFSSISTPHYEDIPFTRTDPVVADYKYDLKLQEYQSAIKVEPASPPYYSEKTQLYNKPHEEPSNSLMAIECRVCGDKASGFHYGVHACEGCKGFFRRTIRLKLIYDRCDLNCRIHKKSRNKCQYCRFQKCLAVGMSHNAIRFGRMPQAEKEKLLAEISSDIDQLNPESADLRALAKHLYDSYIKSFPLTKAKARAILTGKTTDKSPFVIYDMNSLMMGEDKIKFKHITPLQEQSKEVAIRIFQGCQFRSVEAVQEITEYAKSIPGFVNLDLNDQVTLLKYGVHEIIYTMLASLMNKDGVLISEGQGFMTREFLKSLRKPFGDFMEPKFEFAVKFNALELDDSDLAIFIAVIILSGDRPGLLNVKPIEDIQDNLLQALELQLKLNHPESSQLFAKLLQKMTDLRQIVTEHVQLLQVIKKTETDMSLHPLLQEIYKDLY
Efa HMGR inh: inhibitors of E. faecalis class II HMGR, primary screen, biochemical, Enterococcus faecalis | HMG-CoA reductase (Enterococcus faecalis, mvaE) | purified E. faecalis HMGR, NADPH absorbance 340 nm kinetic | inhibition, % at 10 µM | actives 0.41% (n = 190,000);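 active = inhibition above a set limit, the median over all tested compounds plus 3 SD, cut at about 9.5% in these data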;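 also: enzyme runs in reverse so mevalonate oxidation gives rising NADPH absorbance; 0% = complete reaction with DMSO and 100% = background rate lacking mevalonate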
S1P3 antag: S1P3 receptor antagonists, primary screen, cell-based. inhibition, % at 4.98 µM. CHO S1P3 NFAT-BLA reporter, FRET fluorescence, antagonist mode. actives 0.27% (n = 170,000). Sphingosine 1-phosphate receptor 3 (Homo sapiens), Q99500;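 active = inhibition above the plate cutoff, the mean inhibition of test wells on that plate plus 3 SD, cut at about 28% in these data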;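 also: cells challenged with S1P at its EC80 of 0.8 µM; blue over green emission ratio from cleaved BLA substrate after 4 h stimulation; 0% = S1P-stimulated wells and 100% = unstimulated DMSO-only wells; some compounds past the cut are filed as inactive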
ROMK primary: ROMK potassium channel modulators, primary screen, cell-based, thallium flux, MLSMR library; ATP-sensitive inward rectifier potassium channel 1 (Homo sapiens), P48048; Tet-inducible ROMK, thallium flux fluorescence; actives lie on both sides; B-score at 10 µM; actives 2% (n = 130,000);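 active = signal ratio slope over the read window, or its plate-corrected B-score, at least 3 SD from the plate mean, either direction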;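 also: B-score of the F/F0 ratio slope over 7 to 12 s after thallium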
Target sequence (P48048 whole entry, looked up): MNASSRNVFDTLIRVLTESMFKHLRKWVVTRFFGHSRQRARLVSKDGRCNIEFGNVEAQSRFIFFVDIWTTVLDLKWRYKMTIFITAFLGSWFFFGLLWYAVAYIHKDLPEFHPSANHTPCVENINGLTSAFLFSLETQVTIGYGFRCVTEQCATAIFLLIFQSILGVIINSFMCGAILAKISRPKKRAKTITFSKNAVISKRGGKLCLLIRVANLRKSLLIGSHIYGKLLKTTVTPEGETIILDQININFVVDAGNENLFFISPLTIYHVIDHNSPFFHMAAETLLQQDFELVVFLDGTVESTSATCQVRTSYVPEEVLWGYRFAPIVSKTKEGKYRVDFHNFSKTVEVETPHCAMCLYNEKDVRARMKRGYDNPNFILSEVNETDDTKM
TR-FRET SRC-2 ct: TR-FRET signal artefacts, primary screen, artefact control for PPARgamma SRC-2 agonist project, biochemical; TR-FRET artefact counter-screen; active compounds read high; TR-FRET ratio at 8 µM; actives 0.4% (n = 200,000); in the data active = TR-FRET ratio above about 2000; also: inactives centre near 1500
RAM network inh: inhibitors of the yeast RAM network, primary screen, dse1pr::URA3 reporter, 5-FOA selection. inhibition, % at 50 µM. actives 1.8% (n = 190,000). S. cerevisiae dse1pr::URA3 reporter, 5-FOA growth OD615, 2 d; analog-sensitive cbk1-as2 kinase mutant strain. AID 868, 2007;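 active = inhibition above a set limit, 3 SD over mean compound inhibition, cut at about 8.4% in these data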;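 also: 0% = DMSO-only wells with no growth and 100% = 10 µM 1-NA-PP1 full growth; inhibition rescues growth on 5-FOA so higher OD means more RAM inhibition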
bIAP inh: bovine intestinal alkaline phosphatase inhibitors, primary screen, selectivity assay for TNAP inhibitor project, biochemical, bovine IAP, CDP-star luminescence. alkaline phosphatase, intestinal [Bos taurus]. purified bovine IAP, 30 min. inhibition, % at 20 µM. 190,000 tested, under 10 active. AID 1019, 2008;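 active = over 50% inhibition of intestinal alkaline phosphatase at 20 µM in the single-dose screen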
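Assay system – bovine IAP enzyme · Quantity – bovine IAP at 1/65,000,000 final dilution · Detection – CDP-star luminescence signal · Times – 30 min reaction at room temperature · Also added – CDP-star substrate at 30 µM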
PPARg SRC3 recr: PPARgamma agonists recruiting SRC-3 coactivator, primary screen, biochemical. Peroxisome proliferator-activated receptor gamma (Homo sapiens), P37231. biochemical PPARgamma/SRC-3 coactivator recruitment assay. activation, % at 8 µM. actives 0.26% (n = 200,000). AID 731, 2007; in the data active = activation above about 23%;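 also: 0% = DMSO and 100% = reference agonist; some compounds past the cut are filed as inactive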
PPARg SRC1 recr: PPARgamma agonists recruiting SRC-1 coactivator, primary screen, biochemical. PPARgamma-SRC-1 coactivator recruitment biochemical assay. activation, % at 8 µM. actives 0.41% (n = 200,000). AID 631, 2007; in the data active = activation above about 19%;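 also: 0% = DMSO and 100% = reference agonist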
L major viab: Leishmania major promastigote growth inhibition, primary screen; Leishmania major promastigotes, resazurin fluorescence viability; inhibition, % at 10 µM; actives 9% (n = 200,000); AID 1063, 2008; in the data active = inhibition above about 50%;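 also: promastigotes grown with compound for 44 hours at 28 °C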
DTT redox prof: compounds producing H2O2 with reducing agent – biochemical, NIH compound library profiling, artefact control for MLSCN library redox annotation, primary screen; DTT-dependent redox cycling H2O2, phenol red/HRP absorbance; 100% = 100 µM peroxide control, 0% = buffer; activation, % at 10 µM; actives 0.03% (n = 200,000);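 active = activation of at least 50% relative to the plate's high and low controls in the primary single-dose screen; inactive = activation below 50%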;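 also: compound incubated with DTT at 0.8 mM final as the reducing agent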
Starred values were filed as active, the others as inactive; . = no result given; & = joins results of further samples.

Value order – PPARg SRC2 recr	Efa HMGR inh	S1P3 antag	ROMK primary	TR-FRET SRC-2 ct	RAM network inh	bIAP inh	PPARg SRC3 recr	PPARg SRC1 recr	L major viab	DTT redox prof
- O=C(Cc1ccc(-n2c(=O)c3ccccc3n(Cc3cccc([N+](=O)[O-])c3)c2=O)cc1)NCC1CCCO1 (stereo not drawn)
→ -6	0	6	.	1400	3.3	-2	0	-1	6	0.7
- CCCC(=O)Nc1nc(CC(=O)OCC)cs1
→ -12	1	-14	-0.44	1495	-0.9	-5	0	-3	-3	-0.2
- Cc1ccc(-c2c(C)n([O-])c3c([n+]2=O)CCCCC3)cc1
→ 8	0	-7	-0.54	1626	0.4	3	5	8	-9	-0.2
- S=c1[nH]ncn1/N=C/c1ccc(N2CCOCC2)cc1
→ 4	-3	.	0.093	1701	0.7	8	0	10	-6	0.0
- Cc1cc(C)nc(SCC(=O)N/N=C/c2cccn2-c2ccc(O)cc2)n1
→ 9	-3	.	-0.76	1566	5.0	3	11	2	3	0.2
- COc1ccc(C(=O)c2coc3ccc(O)c(CN4CCCCC4)c23)cc1
→ 7	3	-22	.	1586	1.4	-8	20	6	8	-0.7
- N#Cc1cc2c(nc1SCc1ccccc1)CCCC2
→ 2	2	-24	-0.17	1574	7.7	-36	1	7	-9	-0.4
- COc1cccc(-c2nnc(SCC3CNC(=O)O3)n2-c2ccc(Cl)cc2)c1 (stereo not drawn)
→ 4	-2	-2	.	1443	-0.4	26	-4	5	0	0.4
- C=CCn1c(CCNC(=O)c2cccs2)n[nH]c1=S
→ 0	-1	-29	0.16	1456	1.2	-4	2	4	-5	0.0
- CCN(Cc1cnn(C)c1)Cc1nc(C(c2ccccc2)c2ccccc2)no1
→ -3	-2	-5	0.058	1424	-1.6	1	-1	15	6	-0.8
- CCOC(=O)N/N=C\c1ccc(OC(=O)c2ccco2)cc1
→ 6	1	-19	0.56	1648	0.7	7	0	0	0	0.0
- COc1ccc(/C=N/NC(=O)COc2cccc3ccccc23)c(C(=O)O)c1OC
→ 0	2	-5	.	1453	2.0	4	-1	8	-6	0.3
- Cn1c(=O)c2c(ncn2Cc2cccc(Cl)c2)n(C)c1=O
→ -5	0	-8	-0.92	1321	4.9	8	-2	3	5	1.4
- OCCC1CN(Cc2cccc3nccnc23)CCN1Cc1ccc(F)c(F)c1 (stereo not drawn)
→ 5	-5	-23	0.59	1718	1.9	-9	5	8	36	-1.5
- N#C/C(=N\O)c1nc(-c2ccccc2)cs1
→ -6&-2	-7&-1	.	-2.6	1557&1458	-1.4&-0.7	9&9	-2&-1	-1&6	-2&-5	0.1&2.5
- Cc1ccccc1-n1ccnc1SCC(=O)O
→ 4	3	.	0.11	1657	1.3	3	3	5	-7	0.3
- CCn1c(=O)c(C(=O)CN(C)Cc2cccc(OC)c2OC)c(N)n(Cc2ccccc2)c1=O
→ -1	-4	.	-0.26	1408	-0.2	-16	-3	1	4	0.9
- CCCn1c(C)cc(/C=C(\C#N)C(=O)OCC(=O)Nc2cccc(OC)c2)c1C
→ 6	3	-18	-0.21	1611	8.9*	1	-2	6	61*	-0.1
- COc1cccc(C2=NOC(C(=O)Nc3cccnc3)C2)c1 (stereo not drawn)
→ -3	-1	-7	.	1691	0.9	8	2	11	-2	3.0
- O=C(NCc1ccccc1F)c1ccc(S(=O)(=O)Nc2cccc(C(F)(F)F)c2)cc1
→ 2	1	4	-0.47	1597	1.4	-5	-3	-3	-1	-0.1
- CC1CN(c2oc(-c3cccs3)nc2C#N)CC(C)O1 (stereo not drawn)
→ 11	2	.	0.63	1630	1.9	1	2	1	1	2.0
- Cc1cnc(C(=O)Nc2nc(-c3ccccc3)cs2)cn1
→ 9	-2	-6	.	1477	2.8	6	5	1	-6	0.4
- O=C1CCC(=O)N1OCCCOc1ccccc1
→ 7	-2	.	1.1	1659	0.6	6	7	3	-3	-0.1
- Cc1occc1C(=O)Nc1cc(C(F)(F)F)ccc1Cl
→ 0	-4	22	.	1419	0.9	1	-7	0	-2	1.6
- O=S(=O)(c1ccc(F)cc1)N1CCN(c2ccccc2)CC1
→ 5	-8	.	0.054	1655	-0.1	13	-1	1	-10	0.1
- O=C(COn1nnc2ccc(C(F)(F)F)cc21)Nc1nnc(-c2ccccc2)o1
→ 7	1	-23	.	1546	2.4	32	3	1	-8	-3.2
- CC1CCC2C(=O)N(c3ccccc3OC(=O)c3ccccc3)C(=O)C2C1 (stereo not drawn)
→ 5	0	.	-0.31	1429	1.3	7	-1	-6	-6	-3.7
- COc1ccc(C(=O)NCC(O)COc2ccc(C(C)(C)C)cc2)cc1[N+](=O)[O-] (stereo not drawn)
→ -4	-3	1	0.88	1527	7.4	-8	1	5	35	-0.2
- O=C(O)c1ccc(COc2ccc(Cl)cc2)o1
→ 7	-7	-57	.	1569	-0.8	8	-1	7	-4	0.8
- Cc1ccc(NC(=O)C(=O)NCc2ccco2)c(C)c1
→ 0	-3	-4	.	1522	4.3	-2	0	6	-8	-1.0
- CN1CCC2(CC1)NC(=O)NC2=O
→ 4	.	-38	.	1628	0.4	10	12	12	0	0.7
- CCOC(=O)c1nn(-c2ccccc2)c(C#N)c1NC(=O)c1nn(CC)cc1Br
→ -6	3	40	.	1403	4.5	3	2	1	24	-0.9
- COC(=O)c1ccc(/C=N/NC(=O)CC(=O)NC2CCCCC2)cc1
→ 7	-1	-24	-0.41	1642	0.4	0	8	6	-4	-0.9
- O=C(N/N=C/c1ccc(Cl)c([N+](=O)[O-])c1)C1CC1
→ 10	-10	-23	-2.1	1814	2.4	-2	12	10	-2	-0.6
- Cc1cccc(C)c1NC(=O)C(NC=O)c1ccc(Cl)cc1 (stereo not drawn)
→ 3	1	.	.	1378	3.0	10	0	-2	-3	-1.0
- C=CCC(O)(CCN1CCCCC1)c1ccccc1 (stereo not drawn)
→ 5	-6	9	.	1523	1.3	-8	8	-1	-6	-0.1
- Cc1ccc(-c2nc(SCC(=O)Nc3cc(S(=O)(=O)N4CCCCC4)ccc3Cl)n[nH]2)cc1
→ 3	-5	0	-0.53	1580	9.5*	2	1	-2	58*	0.3
- CC(=O)c1c(C)[nH]c(C(=O)CSc2nnc(-c3cccs3)n2Cc2ccccc2)c1C
→ -2	-6	.	-1	1479	1.6	4	2	2	78*	0.1
- COc1ccc(C)cc1N(C(=O)c1ccccc1)c1nc2ccccc2s1
→ 4	-6	5	.	1517	4.4	18	1	1	21	0.3
- CCOC(=O)C1(C)C=C(Nc2ccc(O)cc2)C(=O)N1c1ccc(O)cc1 (stereo not drawn)
→ 4	-5	-14	-0.38	1771	-0.5	-8	9	11	-3	-0.5
- CC(=O)N(CC(C)(C)CC=C(C)C)c1ccccc1
→ 3	7	13	-0.33	1415	0.4	-1	-4	-4	-6	-0.2
- COc1ccccc1C(=O)N/N=C/c1ccc(Cl)s1
→ 5	-3	-8	-0.47	1626	-0.3	7	0	6	-5	-0.1
- Cc1cc(C)c(C(=O)CSc2nnc(N)s2)c(C)c1
→ 5	-1	4	-0.085	1768	2.5	-4	5	1	-2	-2.0
- COc1ccc(-c2cc(C(=O)Nc3c(C)nn(Cc4ccc(Cl)cc4)c3C)no2)cc1
→ 5	-14	.	0.038	1534	4.6	-2	-9	3	3	0.3
- N#Cc1ccc(C(=O)Nc2nnc(-c3ccco3)o2)cc1
→ 9	-2	-5	1.5	1761	1.5	-12	7	9	5	-0.6
- COc1ccc(S(=O)(=O)N(CC(=O)NCc2ccco2)c2ccccc2)cc1OC
→ -1	1	1	.	1596	1.2	11	2	-2	-8	2.2
- Cc1ccccc1N1CCN(c2ncnc3scc(-c4cccs4)c23)CC1
→ 5	-4	.	.	1802	4.6	14	13	2	35	3.3
- O=C(/C=C/c1cccc(Cl)c1)N1CCC(Cc2ccccc2)CC1
→ -4	-4	0	-0.36	1603	7.7	-3	4	10	50*	0.1
- Cc1onc(-c2c(F)cccc2Cl)c1C(=O)N1CCCc2ccccc21
→ -2	-3	.	.	1449	1.4	8	0	3	46	1.2
- CCCNC(=O)/C=C/c1ccc(S(=O)(=O)Nc2ccccc2OC)cc1
→ 7	2	-23	-0.41	1466	0.4	5	1	-2	-4	-0.6
- CC(=O)c1c(NCCc2ccccc2)nc(=S)n(-c2ccccc2)c1C
→ 13	-6	-7	0.063	1674	0.9	-4	4	8	-7	-0.7
- c1csc(-c2nnsc2-c2nc3ccccc3[nH]2)c1
→ 10	-1	-5	.	1672	2.7	-4	-6	13	3	-2.5
- O=C(CSc1nnc(CNC(=O)c2ccco2)o1)Nc1ccccc1
→ 7	2	4	0.0022	1493	0.9	-3	6	2	-8	-1.2
- CNc1nc(C)nc(-n2nc(C)cc2C)n1
→ 9	-1	-7	.	1519	1.4	4	1	-3	-6	2.6
- Cc1cc(C)nc(N/C(=N\S(=O)(=O)Cc2ccccc2)Nc2ccccc2Br)n1
→ -1	-1	-2	0.097	1529	2.4	-26	-3	-4	13	0.0
- C=CCNc1sc(C(=O)c2cccs2)c(N)c1C#N
→ 1	2	-5	0.88	1407	6.2	8	-4	-2	-3	0.7
- CCOC(=O)C1=NN(N=O)C2(CC(=O)N(c3cc(C)cc(C)c3)C2=O)C1 (stereo not drawn)
→ 6	-6	.	0.26	1519	0.1	25	10	3	5	0.0
- CCOC(=O)C1(C)NC(c2cc(OC)c(OC)c(OC)c2)C2C(=O)N(CC)C(=O)C21 (stereo not drawn)
→ 4	-3	-12	0.6	1645	0.7	3	11	8	-6	0.4
- S=C(c1ccccc1)N1CCCc2ccccc21
→ -4	2	1	2.2	1442	0.7	-22	-4	2	38	0.2
- COc1cccc(CNC(=O)CNC(=S)N(Cc2ccccc2)Cc2ccccc2F)c1
→ -3	4	3	0.27	1764	12*	-15	7	2	25	0.7

Going on with the list.
Value order – PPARg SRC2 recr	Efa HMGR inh	S1P3 antag	ROMK primary	TR-FRET SRC-2 ct	RAM network inh	bIAP inh	PPARg SRC3 recr	PPARg SRC1 recr	L major viab	DTT redox prof
- COCCNCCCOc1ccc(Br)cc1Cl
→ 2	-5	8	0.0041	1677	1.3	-11	3	17	81*	-0.8
- COC(=O)c1cc2ccsc2n1Cc1nc(-c2cccc(Cl)c2)oc1C
→ 4	-1	.	.	1474	3.5	5	5	-2	34	-0.8
- O=C(Cc1c(Cl)cccc1Cl)Nc1cccc(S(=O)(=O)N2CCOCC2)c1
→ -11	4	-1	-2.6	1424	5.5	7	0	-4	18	-0.3
- COC(=O)c1cn(-c2ccccc2)nc1-c1ccc(OC)cc1
→ -1	-2	-13	-0.97	1577	2.7	-11	-4	9	26	-0.5
